Compound activity: PubChem, several laboratories
T cell HTS: modulators of CD8 T cell-vesicle binding, primary screen, mouse 2C CD8+ T cells, flow cytometry; AID 2052, 2009; calls only at 7 µM; actives 0.068% (n = 330,000); 2C CD8+ T cell-vesicle binding; active compounds read low;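 active means response, share of CD8 T cells binding vesicles, and their 90th percentile fluorescence all below set limits, cut at about 80% in these data, passing the limit was not always enough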
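Material: murine 2C transgenic CD8+ T lymphocytes / Also added: QL9-peptide-loaded Drosophila micro-vesicles bearing Ld, ICAM-1 and B7-1 / Schedule: binding step 1.5 h, 37 °C, antibody labelling 20 min, ice / Signal: flow cytometry, PE anti-B7-1 (FL2) versus Alexa647 anti-CD8 (FL8), PFA-fixed / Evaluation: percent CD8+ FL2 mean versus row control / Benchmarks: naked versus QL9-loaded vesicles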
Salmonella PhoP GFP: inhibitors of PhoP regulon expression, primary screen, Salmonella Typhimurium, GFP reporter (AID 1863) | S. Typhimurium PhoP-regulated promoter GFP reporter, 4 h; higher % means a stronger effect | inhibition, % at 50 µM, or IC50 in µM where a hit was titrated | actives 0.16% (n = 300,000);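 active means inhibition over 29.93%, a cutoff 3 SD above the screen mean, later confirmed by dose response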;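 further: 0% = low Mg2+ inducing control and 100% = high Mg2+ repressing control; strong numbers were not always called active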
T cell HTS vesicle-bound %: also measured in T cell HTS; calls as there; double positive events, %; measured here: CD8+ vesicle-bound cell fraction;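 binding gate set so that unloaded-vesicle control wells show 10% double positive cells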
Starred values were filed as active, the others as inactive; i = inactive. Only part of the results is shown. The share of hits here may be higher or lower than overall.

Start of the listing, in advance:
SMILES	T cell HTS	T cell HTS vesicle-bound %	Salmonella PhoP GFP
CCCSc1ccc([C@@H]2[C@H]3C(=O)N(CC)C(=O)[C@H]3[C@]3(C(=O)OC)CCCN23)cc1OC	i	40	-11%
Cc1ccc(S(=O)(=O)N2CCOCC2)cc1C(=O)OCc1nnc(-c2ccccc2)o1	i	38	-2%
C=CCn1c(COc2ccc(F)cc2)nnc1SCC(=O)NC1CCCC1	i	13	-2%
Cc1ccc(S(=O)(=O)N2CCCC2CNC(=O)C(=O)NC2CC2)cc1 (stereo not drawn)	i	34	4%
CC(OC(=O)CN1C(=O)c2ccccc2C1=O)C(=O)NC1CCCCC1C (stereo not drawn)	i	24	5%
CC(OC(=O)c1ccccc1NCCO)C(=O)NC1CCCCC1C (stereo not drawn)	i	47	9%
CSCCC(NC(=O)c1ccco1)C(=O)Nc1ccc(C)c(S(=O)(=O)N2CCOCC2)c1 (stereo not drawn)	i	46	0%

Results, previewed entries included:
SMILES	T cell HTS	T cell HTS vesicle-bound %	Salmonella PhoP GFP
CCCSc1ccc([C@@H]2[C@H]3C(=O)N(CC)C(=O)[C@H]3[C@]3(C(=O)OC)CCCN23)cc1OC	i	40	-11%
Cc1ccc(S(=O)(=O)N2CCOCC2)cc1C(=O)OCc1nnc(-c2ccccc2)o1	i	38	-2%
C=CCn1c(COc2ccc(F)cc2)nnc1SCC(=O)NC1CCCC1	i	13	-2%
Cc1ccc(S(=O)(=O)N2CCCC2CNC(=O)C(=O)NC2CC2)cc1 (stereo not drawn)	i	34	4%
CC(OC(=O)CN1C(=O)c2ccccc2C1=O)C(=O)NC1CCCCC1C (stereo not drawn)	i	24	5%
CC(OC(=O)c1ccccc1NCCO)C(=O)NC1CCCCC1C (stereo not drawn)	i	47	9%
CSCCC(NC(=O)c1ccco1)C(=O)Nc1ccc(C)c(S(=O)(=O)N2CCOCC2)c1 (stereo not drawn)	i	46	0%
CN(C)C(CNC(=O)c1ccccc1OCc1ccc(Cl)cc1)c1ccco1 (stereo not drawn)	i	23	-1%
NS(=O)(=O)c1ccc(CCNC(=O)CNC(=O)COc2ccccc2)cc1	i	51	-2%
COC(=O)CNC(=O)c1ccccc1	i	42	5%
COc1ccc(CN2C(=O)[C@H]3Cc4c([nH]c5ccccc45)C(C)(C)N3C2=O)cc1	i	34	-4%
CCCCC[C@H]1CN(C2CCCCC2)C(=O)[C@@H]1CC(=O)NCc1ccc(OC)cc1	i	22	2%
CCCCn1c(N)c(N(CCOC)C(=O)COC(=O)CSc2cc(C)c3ccccc3n2)c(=O)[nH]c1=O	i	51	1%
CC1(c2ccccc2)NC(=O)N(CC(=O)Nc2cccc(/C=C/c3ccccn3)c2)C1=O (stereo not drawn)	i	30	5%
CCOC(=O)[C@H](CCc1ccccc1)N[C@H]1CCc2ccccc2N(CC(=O)O)C1=O	i	29	0%
COc1cccc(Nc2nc(NCCO)nc(N3CCCC3)n2)c1	i	16	-1%
COc1ccc(N(Cc2ccccc2)S(=O)(=O)c2cc(C(=O)O)ccc2Cl)cc1	i	36	-2%
COc1cc(=O)n(C)c2c(OCC(O)C(C)(C)O)cccc12 (stereo not drawn)	i	64	-6%
CCC1(c2ccccc2)NC(=O)N(CC(=O)NCCN2C(=O)S/C(=C\c3cccnc3)C2=O)C1=O (stereo not drawn)	i	56	-1%
CC1CCCCC1NC(=O)c1cccc(S(=O)(=O)N2CCN(Cc3ccccc3)CC2)c1 (stereo not drawn)	i	30	-1%
COc1ccccc1CCC(=O)NNC(=O)c1ccncc1	i	42	-7%
O=C(NCC(c1ccc(F)cc1)N1CCOCC1)c1cccnc1Sc1ccc(Cl)cc1 (stereo not drawn)	i	50	2%
Cc1cc(C)cc(N(CCC#N)C(=O)COC(=O)C2CCN(c3ccc(C(F)(F)F)cn3)CC2)c1	i	15	10%
COc1cc(/C=C/C(=O)c2ccc([N+](=O)[O-])o2)ccc1O	i	34	-7%
O=C(CSc1nc(=O)n2ccccc2n1)OCc1ccccc1	i	51	-8%
The results go on:
SMILES	T cell HTS	T cell HTS vesicle-bound %	Salmonella PhoP GFP
CC(OC(=O)CC1CCCCC1)C(=O)Nc1cccc(C#N)c1 (stereo not drawn)	i	19	-7%
C=CCOC(=O)C1=C(C)NC(=O)NC1c1ccc(OCC)cc1 (stereo not drawn)	i	57	-8%
CCCCCN(C(=O)CCC(=O)OCc1ccccc1F)c1c(N)n(CCCC)c(=O)[nH]c1=O	i	32	3%
O=C(OCC(=O)N(CCc1ccccc1)Cc1ccccc1)c1cc(S(=O)(=O)N2CCOCC2)ccc1F	i	44	0%
O=C(O)c1cc(O)c2c(c1)[C@H]([C@H]1c3cc(C(=O)O)cc(O)c3C(=O)c3c(O[C@@H]4O[C@H](CO)[C@@H](O)[C@H](O)[C@H]4O)cccc31)c1cccc(OC3O[C@H](CO)[C@@H](O)[C@H](O)[C@H]3O)c1C2=O (stereo partly drawn)	i	36	22%
Cc1cn([C@@H](CCCCN)C(=O)NCCCCCCCCCCC(=O)N2CCNCC2)nn1	i	24	-7%
C[C@H]1CCC(=O)N([C@H](COc2ccccc2)Cc2ccccc2)CC1	i	44	-7%
Cc1ccccc1C(=O)NCC(=O)NCC1(N2CCOCC2)CCCCC1	i	59	-4%
C[C@@H](C(=O)NC1CCN(Cc2ccccc2)CC1)N1C(=O)N2CCc3c([nH]c4ccccc34)[C@@]2(C)C1=O	i	15	5%
Nc1c(Cl)cc(-c2csc(NC(CO)c3nc4ccccc4n3CCOCCO)n2)cc1Cl (stereo not drawn)	i	6	10%
Cc1ccc(N2CC(C(=O)OCC(=O)NNC(=O)c3ccccc3)CC2=O)cc1 (stereo not drawn)	i	24	-6%
O=C(c1ccc2ccccc2n1)N1CCN(Cc2c(F)cccc2Cl)CC1	i	38	1%
O=C(c1ccc(S(=O)(=O)Nc2cccc(C(F)(F)F)c2)cc1)N1CCN(c2ccccc2O)CC1	i	6	-7%
Cc1cccn2c(=O)nc(SCC(=O)NCCc3ccccc3)nc12	i	44	2%
COc1ccccc1C(=O)NC(=O)COC(=O)Cn1[nH]c(=O)c2ccccc2c1=O	i	56	3%
CCOC(=O)CC1C(=O)NCCN1C(=O)c1c(Cl)cccc1Cl (stereo not drawn)	i	61	-6%
CCC(C)N(C(=O)Cn1nnc(-c2ccc(Cl)cc2)n1)C1CCS(=O)(=O)C1 (stereo not drawn)	i	33	-5%
O=C(COC(=O)/C=C/c1ccccc1)Nc1nnc(-c2ccccc2)o1	i	50	-14%
Cc1cccc(C(=O)OC(C)C(=O)Nc2ccc(S(=O)(=O)N3CCCC3)cc2)c1O (stereo not drawn)	i	66	-7%
Cc1cc(NC(=O)CCN2CCN(Cc3ccccc3)CC2)ccc1Br	i	24	6%
O=C(O)CSc1nnc(NC(=O)CN2CCOCC2)s1	i	61	13%
CCCNC(=O)c1cc(S(=O)(=O)N2CCCCC2)ccc1N1CCOCC1	i	57	-4%
O=C(O)c1ccccc1C(=O)c1ccc2c(c1)CCC2	i	12	-16%
Cc1cccc(N2CCN(C(=O)c3ccccc3OCc3c(C)noc3C)CC2)c1C	i	59	-7%
CC(=O)Nc1ccc(NC(=O)C(C)OC(=O)CNS(=O)(=O)/C=C/c2ccc(C)cc2)cc1 (stereo not drawn)	i	28	-5%
Following part
SMILES	T cell HTS	T cell HTS vesicle-bound %	Salmonella PhoP GFP
CCOc1ccc(NC(=O)CCN2C(=O)C3CCCCC3C2=O)cc1OCC (stereo not drawn)	i	46	8%
Cc1[nH]c2ccc(C(=O)OC(C)C(=O)N(C)c3ccccc3)cc2c1C (stereo not drawn)	i	28	-6%
COc1ccc(S(=O)(=O)Nc2cccc(S(=O)(=O)NC3=NCCC3)c2)cc1[N+](=O)[O-]	i	17	0%
Cc1ccc(S(=O)(=O)N2CCOCC2)cc1C(=O)OCCOc1cccc(Cl)c1	i	26	-6%
COc1ccc(CCNC(=O)COc2coc(CN3c4ccccc4CC3C)cc2=O)cc1OC (stereo not drawn)	i	25	-6%
COc1ccc([N+](=O)[O-])cc1NC(=O)C(C)OC(=O)C1CCC1 (stereo not drawn)	i	58	-4%
Cc1ccc2nc(SCC(=O)Nc3ccc(Cl)cc3)nc(=O)n2c1	i	39	-2%
COc1ccc(-n2nc(C(=O)NCC(=O)NC(C)C)c3ccccc3c2=O)cc1	i	35	6%
CCCCCNC(=O)c1cn(CC)c2cc(N3CCN(C)CC3)c(F)cc2c1=O	i	44	5%
CCN(C1CCS(=O)(=O)C1)S(=O)(=O)c1ccc2ccccc2c1 (stereo not drawn)	i	28	9%
CN=C(N)NCCC[C@H](N)C(=O)O	i	65	-2%
CCOc1cc(N2CCOCC2)c(OCC)cc1NC(=O)COc1cccc(Cl)c1	i	47	3%
CC(=O)Nc1cccc(C(=O)OCC(=O)c2ccc3c(c2)OCO3)c1	i	16	-5%
O=C(NCCCl)Nc1ccccc1OCCOc1ccccc1NC(=O)NCCCl	i	25	2%
O=C(COC(=O)c1ccc(O)cc1O)Nc1nnc(-c2ccccc2)o1	i	19	-14%
O=C(CCc1nc2ccccc2c(=O)[nH]1)Nc1nnc(SCc2ccc(F)cc2)s1	i	34	-4%
COc1ccccc1CC(=O)N1CCN(c2cccc(Cl)c2)CC1	i	59	7%
COc1ccc(OC)c(-c2csc(NC(=O)CN3C(=O)NC4(CCCC4)C3=O)n2)c1	i	38	-4%
Cc1ccc(NS(=O)(=O)c2ccc(C(=O)NCc3ccncc3)cc2)cc1	i	3	-6%
CCN(CC(=O)NCc1cccs1)C(=O)c1cccc(S(=O)(=O)Nc2ccc(C)cc2)c1	i	27	-5%
CC1=C(/C=C/C(C)=C/C=C/C(C)=C/CO)C(C)(C)CCC1	i	14	4%
O=C(NCCC1CCCCN1S(=O)(=O)c1ccccc1)C(=O)NCc1ccc(F)cc1 (stereo not drawn)	i	19	11%
Nc1ccc(CCn2ccnc2)cc1	i	58	13%
CC1CCCN(C(=O)c2ccc(-c3ccccc3Cl)o2)C1 (stereo not drawn)	i	37	-4%
O=C(C1CC(=O)N(c2ccc3c(c2)OCCO3)C1)N1CCN(c2cccc(C(F)(F)F)c2)CC1 (stereo not drawn)	i	38	-7%
Continued:
SMILES	T cell HTS	T cell HTS vesicle-bound %	Salmonella PhoP GFP
Cc1sc2ncnc(N3CCC(C(=O)NNC(=O)COc4ccccc4Cl)CC3)c2c1C	i	55	-6%
O=C(Nc1cc(Cl)ccc1-n1cncn1)c1cn2ccccc2n1	i	26	-2%
CC(C)(C)OC(=O)CC1(C#N)c2ccccc2C(Br)=CN1C(=O)c1ccccc1 (stereo not drawn)	i	41	-5%
C=C1CCN([C@@H](Cc2ccccc2)C(=O)Nc2ccc(OC)cc2)S(=O)(=O)c2ccccc21	i	32	-5%
CC(=O)Oc1cccc(N2C(=O)C3C4C=CC(CC4)C3C2=O)c1 (stereo not drawn)	i	17	4%
Cc1cccn2c(=O)nc(SCC(=O)N3CCOCC3)nc12	i	37	3%
CC(C)Cn1c(N)c(C(=O)CSc2ncccn2)c(=O)n(C)c1=O	i	20	-12%
COc1ccc(COC(=O)c2cccc(S(=O)(=O)N3CCN(C(C)=O)CC3)c2)cc1	i	42	1%
O=C(CC(Sc1ccc(Br)cc1)C(=O)O)c1ccc(F)cc1 (stereo not drawn)	i	66	0%
Cc1ccc(S(=O)(=O)N2CCOCC2)cc1C(=O)N1CC(C)OC(C)C1 (stereo not drawn)	i	62	5%
COc1ccc(OCCCC(=O)OC(C)C(=O)Nc2ccccc2[N+](=O)[O-])cc1 (stereo not drawn)	i	38	-5%
Cc1ccc(C)c(NC(=O)C(OC(=O)c2cnc(C)cn2)c2ccccc2)c1 (stereo not drawn)	i	60	-6%
COc1ccc(C(CNC(=O)C(=O)NC2CCCCC2)N2CCN(C)CC2)cc1 (stereo not drawn)	i	48	3%
CCOc1ccc2oc(-c3ccccc3)c(C(N)=O)c2c1	i	65	7%
CN(CCOc1ccccc1)C(=O)c1ccc2c(=O)n3c(nc2c1)CCC3	i	44	8%
CCc1ccc(C(=O)NNC(=O)c2c(CC)noc2C)cc1	i	33	3%
CCOC(=O)[C@@H]1[C@H]2COc3ccc(Br)cc3[C@@H]2N2C(=O)N(c3ccc(Cl)cc3)C(=O)[C@]12C	i	30	-1%
Cc1ccc([C@@H]2CC=C(C(=O)O)[C@H](c3ccc(Cl)cc3)N2S(=O)(=O)c2ccc(C)cc2)cc1	i	34	5%
O=C(O)c1cccnc1C(=O)O	i	52	11%
CCCCN(C(=O)c1oc2ccc(OCC)cc2c1C)c1c(N)n(CCCC)c(=O)[nH]c1=O	i	44	-11%
C[C@@H]1CC[C@]2(O[C@H](CCO)C[C@H](O)[C@H]2O)O1	i	16	-1%
CN(C(=O)COC(=O)C1CCN(S(=O)(=O)c2ccc3c(c2)OCCO3)CC1)c1ccccc1	i	53	-4%

An excerpt of these results, with values under each structure:
Below each compound – T cell HTS, T cell HTS vesicle-bound %, Salmonella PhoP GFP
CC(=O)Oc1cccc(N2C(=O)C3C4C=CC(CC4)C3C2=O)c1 (stereo not drawn)
 : i, 17, 4%
Cc1cccn2c(=O)nc(SCC(=O)N3CCOCC3)nc12
 : i, 37, 3%
CC(C)Cn1c(N)c(C(=O)CSc2ncccn2)c(=O)n(C)c1=O
 : i, 20, -12%
COc1ccc(COC(=O)c2cccc(S(=O)(=O)N3CCN(C(C)=O)CC3)c2)cc1
 : i, 42, 1%
O=C(CC(Sc1ccc(Br)cc1)C(=O)O)c1ccc(F)cc1 (stereo not drawn)
 : i, 66, 0%
